Bioassay records (PubChem BioAssay)
Gli-Sufu antag: antagonists of Gli-Sufu signaling. 0.74% of 340,000 active. Sufu-KO-LIGHT fibroblasts, Gli luciferase reporter luminescence. inhibition, % at 5 µM;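 active = inhibition above about 55%, limit read from the data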;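 also: 0% = DMSO-treated cells and 100% = wells with medium but no cells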
Apaf1 inhib: inhibitors of human Apaf-1 apoptosome. 0.71% of 330,000 active. inhibition, % at 20 µM. O14727. AID 489030. reconstituted apoptosome caspase-3 activity, DEVD-Rh110 fluorescence; active = inhibition of at least 40% at 20 µM;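 also: plate controls were DMSO wells for no effect and DEVD-CHO caspase inhibitor wells for full effect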
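Material: cell-free apoptosome with Apaf-1, procaspase-3 and caspase-9; Buffer or medium: Hepes pH 7.5 with detergent and BSA; Reagent: cytochrome c trigger plus (Z-DEVD)2-Rh110 caspase-3 substrate; Times: compound with Apaf-1, dATP, procaspase-3 30 min, then 50 min reaction, room temperature; Technique: Rh110 fluorescence intensity.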
697 NFkB inh: lowers PMA/ionomycin-induced NF-kB signal in 697 B cells | 697 B-cell NF-kB luciferase reporter, 16 h | inhibition, % at 4 µM | 0.33% of 330,000 active | AID 435022; in the data active = inhibition above about 35%
CCR6 antag: blocks CCL20-driven beta-arrestin recruitment at human CCR6. CHO-K1 CCR6 PathHunter beta-arrestin, luminescence, CCL20-stimulated. P51684. AID 493098. 0.49% of 340,000 active. inhibition, % at 20 µM;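 active = compounds whose inhibition of the agonist-driven luminescence signal at 20 µM reaches about 50%, limit read from the data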;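 also: cells stimulated with CCL20 at 14 nM final; plate controls were DMSO with CCL20 for no effect and DMSO without agonist for full effect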
Target sequence (P51684 whole entry, looked up): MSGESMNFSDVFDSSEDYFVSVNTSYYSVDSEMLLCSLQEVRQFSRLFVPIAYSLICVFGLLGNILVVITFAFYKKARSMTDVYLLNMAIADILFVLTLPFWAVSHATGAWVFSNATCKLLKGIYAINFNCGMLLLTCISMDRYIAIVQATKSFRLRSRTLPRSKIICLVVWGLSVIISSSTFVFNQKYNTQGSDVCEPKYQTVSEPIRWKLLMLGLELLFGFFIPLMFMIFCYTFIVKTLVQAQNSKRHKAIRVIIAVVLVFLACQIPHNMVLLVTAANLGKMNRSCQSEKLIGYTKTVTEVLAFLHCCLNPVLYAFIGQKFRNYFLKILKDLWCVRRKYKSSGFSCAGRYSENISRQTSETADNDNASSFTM
SENP8 block: SENP8 protease inhibition; Q96LD8; purified SENP8, Z-RLRGG-aminoluciferin cleavage, luminescence; inhibition, % at 10 µM; 1.2% of 330,000 active; AID 2540
Target sequence (Q96LD8 whole entry, looked up): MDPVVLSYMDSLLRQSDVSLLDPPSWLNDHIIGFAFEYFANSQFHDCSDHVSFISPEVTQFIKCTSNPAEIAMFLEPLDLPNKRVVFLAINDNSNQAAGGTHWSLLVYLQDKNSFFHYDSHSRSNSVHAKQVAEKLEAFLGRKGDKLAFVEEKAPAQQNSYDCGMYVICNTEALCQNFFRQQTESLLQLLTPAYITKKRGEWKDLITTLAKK
UBC13 polyUb: inhibitors of human UBC13 polyubiquitin chain formation | P61088 | TR-FRET | inhibition, % at 20 µM | 0.47% of 330,000 active | AID 485273; in the data active = inhibition above about 45%, passing the limit was not always enough
EBI2 antag: blocks human EBI2 receptor beta-arrestin signaling | P32249 | EBI2 beta-arrestin recruitment, luminescence, 7a,25-OHC stimulated | inhibition, % at 5 µM | 0.81% of 360,000 active | AID 651636; in the data active = inhibition above about 38%;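 also: enzyme fragment complementation signal reports receptor beta-arrestin coupling in cells; 0% = agonist plus DMSO wells and 100% = wells without agonist; some results beyond the cut were filed as inactive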
Target sequence (P32249 whole entry, looked up, the tested form may be a part): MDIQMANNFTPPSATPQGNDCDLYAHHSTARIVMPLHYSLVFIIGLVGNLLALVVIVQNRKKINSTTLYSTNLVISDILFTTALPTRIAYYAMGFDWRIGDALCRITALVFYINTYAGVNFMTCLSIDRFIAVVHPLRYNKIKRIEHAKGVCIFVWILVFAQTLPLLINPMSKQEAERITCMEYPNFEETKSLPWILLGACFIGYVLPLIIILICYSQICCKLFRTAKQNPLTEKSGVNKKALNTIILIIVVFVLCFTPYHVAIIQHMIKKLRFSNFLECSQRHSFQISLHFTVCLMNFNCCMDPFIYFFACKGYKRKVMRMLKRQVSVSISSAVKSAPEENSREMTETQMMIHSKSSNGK
Jurkat NFkB inh: inhibitors of the PMA/ionomycin-induced NF-kB reporter in Jurkat cells; PMA/ionomycin-induced NF-kB luciferase reporter, luminescence; inhibition, % at 4 µM; 0.53% of 330,000 active; AID 435003
* = called active by the depositor. Rule as the data show it, unless noted: active = inhibition above about 50%; inactive = the rest. Some of the compounds tested, so the mix of outcomes need not match the whole.

cpd	SMILES	Gli-Sufu antag	Apaf1 inhib	697 NFkB inh	CCR6 antag	SENP8 block	UBC13 polyUb	EBI2 antag	Jurkat NFkB inh
1	CCC(=O)Nc1ccc2nc(C)n(Cc3ccccc3Cl)c(=O)c2c1	1	-3	-1	-6	2	2	5	-5
2	Cc1ccc(CN(C)C(=O)c2ccc3c(c2)NC(=O)CS3)o1	-2	-3	-1	6	-1	-1	-4	-8
3	Cc1ccc(CCNC(=O)CS(=O)Cc2nc(-c3cccs3)oc2C)cc1 (centres undefined)	0	5	-8	6	1	6	8	2
4	S=C(Nc1ccc(Nc2ccccc2)cc1)NN1CCOCC1	-2	0	-30	-5	-13	-6	-2	-14
5	COc1ccccc1CNC(=O)CCCn1c(=O)c2ccccc2n(CC(=O)NC2CCCC2)c1=O	3	-1	-7	0	3	4	0	-1
6	CCOc1ccc(NC(=O)COc2ccc(OC)cc2)cc1	2	-3	12	9	-9	10	29	7
7	Cc1cc(/C=C(\C#N)C(=O)NCc2ccco2)c(C)n1-c1ccc(C(=O)O)cc1	-4	13	-7	6	2	-3	9	-35
8	COc1ccc(NC(=O)CN(C)C(=O)c2cc(C3CC3)nn2-c2ccccc2)cc1	-2	4	4	6	-5	-4	3	-4
9	COc1ccc(CCN2CC(C(=O)NCCc3ccc(F)cc3)CCC2=O)cc1 (centres undefined)	4	4	-4	9	-6	-3	9	-12
10	O=C(COc1cc(Cl)c(Cl)cc1Cl)Nc1ccncc1	-7	11	14	7	-3	5	4	5
11	COc1cccc(NC(=O)CN(C)C(=O)CN2C(=O)NC3(CCCC3)C2=O)c1	-1	-9	11	-2	-1	2	-8	10
12	COc1ccc(C(=O)N2CCCC(CCC(=O)NCc3ccc(F)c(F)c3)C2)o1 (centres undefined)	-15	2	9	2	-7	5	9	-1
13	CCOC(=O)c1cnc2cc(F)c(F)cc2c1N1CCOCC1	11	1	-4	9	4	6	6	0
14	COc1ccccc1-c1nn(Cc2ccccc2)cc1/C=C/C(=O)O	-5	-17	8	4	-3	2	2	4
15	CCOc1ccc(-n2c(SCC(=O)Nc3ccc4c(c3)OCCO4)nc3c(c2=O)SCC3)cc1	8	23	38*	13	-3	-1	-5	-16
16	Cc1cccc(-c2noc(CCC(=O)NCCc3ccccc3)n2)c1	-6	10	1	3	12	-1	1	-12
17	COc1ccc(S(=O)(=O)N(C)C[C@H]2Oc3ccc(NS(=O)(=O)c4cn(C)cn4)cc3C(=O)N([C@H](C)CO)C[C@@H]2C)cc1	-1	9	4	2	2	-14	-10	-8
18	COc1ccc(N2CCN(C(CNC(=O)CC(C)(C)C)c3ccc4c(c3)OCO4)CC2)cc1 (centres undefined)	4	4	-7	4	4	-7	4	-3
19	COc1cc(OC)cc(C(=O)OCCCOC(=O)c2cc(OC)cc(OC)c2)c1	-3	4	11	18	-2	11	8	26
20	COc1cccc(-c2nn(-c3ccc(C)cc3)cc2C(=O)N2CCc3cc(OC)c(OC)cc3C2)c1	7	31	-26	-4	0	-3	-17	25
21	CC(C)(C)NC(=O)CSc1nc2cccnc2n1C1CCCCC1	5	4	-24	19	0	2	-2	-30
22	C(=N\N1CCN(C2c3ccccc3-c3ccccc32)CC1)/c1ccncc1	5	15	-3	-8	-1	6	12	9
23	CCOc1ccc(NS(=O)(=O)c2ccc(NS(=O)(=O)c3ccccc3)cc2)cc1	0	4	26	-4	2	-1	-6	4
24	COc1cccc(C(=O)Nc2ccc3c(cc2=O)[C@@H](NC(C)=O)CCc2cc(OC)c(OC)c(OC)c2-3)c1	5	23	4	-1	-13	-1	12	47
25	COc1ccc(O)c(C(=O)c2cnc3c(c2)CN(C)C(=O)N3)c1	-15	13	-30	-8	-6	-12	-5	26
26	CN(C)CCCNC(=O)c1cc(C(=O)Cc2ccccc2)c[nH]1	-2	-9	9	10	-1	11	-11	-6
27	Cc1nn(C)c(C)c1CCC(=O)N1CCCC(C(=O)c2cccc(OC(C)C)c2)C1 (centres undefined)	-7	3	-3	7	-3	-7	-4	-4
28	COc1cccc(NC(=S)N2CCCN(Cc3ccc(F)cc3)C2)c1	-13	-6	9	1	-5	4	21	13
29	CC1CCCCC1NCC(=O)Nc1ccccc1C(=O)Nc1ccccc1 (centres undefined)	3	5	8	6	9	18	-12	7
30	Cc1ccc(NC(=O)CS(=O)CC(=O)N(c2ccccc2F)C(C)C(=O)NC2CCCC2)cc1 (centres undefined)	-14	3	0	15	-1	-1	7	-12
31	COC(=O)c1ccccc1Nc1ccccc1	-9	8	2	7	0	6	-3	4
32	COc1ccc(C2CC3(O)NC(=O)C(C#N)(C3C)C2(C#N)C#N)cc1 (centres undefined)	4	0	13	12	-1	6	-10	-1
33	CS(=O)(=O)N(CC(=O)N1CCCCC1)c1cccc(F)c1	2	7	-5	0	-5	0	3	-4
34	CC12CCC(C(=O)NCc3ccc4c(c3)OCO4)(OC1=O)C2(C)C (centres undefined)	2	-3	16	9	-6	6	6	4
35	COc1cccc(CNC(=O)CCl)c1	7	-1	0	-3	-11	-3	4	11
36	CC(C)(C)c1cc(C(=O)NCc2ccco2)ccn1	7	-8	15	-8	-1	-2	-13	-1
37	Cc1nn(CC(=O)Nc2ccc(C(=O)N3CCCC3)cc2)c(=O)c2ccccc12	9	1	1	13	-2	-2	-3	-7
38	COc1ccc(NC(=S)Nn2cnnc2)cc1OC	-6	8	-22	19	-11	-13	-7	7
39	NCCNc1ccc([N+](=O)[O-])c(NC2CC2)c1	10	1	8	21	-2	-20	-16	-4
40	CCN(CCNC(=O)CC1Oc2ccccc2NC1=O)c1ccccc1 (centres undefined)	6	4	13	3	-4	5	1	10
41	Cc1ccc2nc(-c3cccc(S(=O)(=O)N4CC(C)OC(C)C4)c3)cn2c1 (centres undefined)	-5	7	-42	3	-4	5	7	-1
42	CC(=O)N1CCOc2ccc(S(=O)(=O)NCCc3cccc(C)c3)cc21	-9	0	4	-3	3	-2	0	2
43	O=C(NC1CCCCC1)C(c1ccco1)N(C(=O)C(F)(F)F)C1CC1 (centres undefined)	0	-1	-2	18	-1	8	-2	14
44	O=C(NCc1ccco1)C1CCCN(c2nnc(-n3cccc3)s2)C1 (centres undefined)	-5	11	3	3	7	-6	0	7
45	Nc1nc(NCCN2CCOCC2)nc(NCc2ccccc2)c1[N+](=O)[O-]	3	-2	11	3	3	-1	-5	15
46	CCCNc1nc(N2CCCC2)nc(N2CCCC2)n1	21	4	-17	16	7	18	11	31
47	Cc1ccnc(NC(=O)c2cc(S(=O)(=O)N3CCCCC3)ccc2Cl)c1	2	1	8	19	0	7	5	1
48	COc1ccc(C2=NOC3(CC(=O)N(c4ccc(Cl)cc4)C3=O)C2)c(OC)c1 (centres undefined)	0	5	15	-6	0	-4	3	-5
49	O=C(Nc1ccccc1C(=O)N1CCOCC1)C1COc2ccccc2O1 (centres undefined)	-6	-4	8	1	3	-1	-12	10
50	CCCCC(CC)CNC(=O)CN(C)S(=O)(=O)c1cccc2nsnc12 (centres undefined)	0	11	5	6	-3	0	16	-9

(cont.)
cpd	SMILES	Gli-Sufu antag	Apaf1 inhib	697 NFkB inh	CCR6 antag	SENP8 block	UBC13 polyUb	EBI2 antag	Jurkat NFkB inh
51	N#CC1=C(Nc2ccc(Br)cc2)CCC1	-6	-2	6	-10	-4	2	-26	2
52	Cc1nn(Cc2cccc(C(=O)Nc3ccn(Cc4c(F)c(F)cc(F)c4F)n3)c2)c(C)c1[N+](=O)[O-]	13	-8	-3	8	0	5	22	-1
53	CC(C)(ONC(=O)Nc1ccccc1Cl)C(=O)O	5	-6	3	12	0	-2	-7	7
54	Cc1ccc2oc(=O)n(CCCOc3ccccc3C)c2c1	-6	11	-13	8	-3	9	44*	-3
55	CCCn1c(SCC(=O)Nc2cc(Cl)ccc2Cl)n[nH]c1=O	15	1	5	13	-5	-2	-9	-3
56	CN=C(Nc1ccc(C(=O)OC)s1)c1ccc(Cl)cc1	2	-12	22	18	1	1	2	-1
57	O=C(Nc1c2c(nn1-c1ccccc1)CS(=O)(=O)C2)c1ccco1	-2	-5	23	2	0	5	0	4
58	Cc1ccc(-c2csc3ncn(CC#N)c(=O)c23)cc1C	31	19	-22	16	-1	-22	9	-5
59	CC(=O)Nc1cccc(C(=O)N(Cc2ccccc2)Cc2ccccc2)c1	1	-2	-17	2	3	-7	8	-13
60	O=S(=O)(Nc1cc(F)ccc1F)c1cccc2nonc12	-13	6	-7	19	6	-11	4	9
61	CCN(CC)c1ccc(/C=N/n2c(=S)[nH]nc(C)c2=O)cc1	5	6	21	7	4	-5	-1	6
62	CSc1cccc(NC(=O)c2ccccc2N(C)S(C)(=O)=O)c1	1	-2	10	-8	-4	0	0	3
63	Cc1nonc1NC(=O)CSc1nnc(N)s1	3	0	11	10	4	0	5	9
64	O=C(COC(=O)/C=C/c1ccc(C(F)(F)F)cc1)NCc1ccco1	-10	9	6	-2	-6	-4	-7	-4
65	Cc1n[nH]c(=O)c2c(NC(=O)CSc3cc(Cl)ccc3Cl)oc(C)c12	6	-4	14	4	4	3	11	3
66	O=C(Nc1cc(S(=O)(=O)Nc2ccccc2Cl)ccc1O)c1sc2cc(Cl)ccc2c1Cl	0	-3	-13	75*	4	-6	8	-8
67	CC(C)c1nc(SCC(=O)NC2CCCC2)c2ccccc2n1	21	0	7	15	4	9	-7	3
68	CNc1ccc2nnc(C(F)(F)C(F)(F)C(F)(F)F)n2n1	13	6	8	-13	7	2	-13	-1
69	CCn1nc(C)c(CN2CCCCC2C(=O)Nc2ccc(Oc3cccnc3)cc2)c1C (centres undefined)	44	10	-5	5	8	-3	5	-5
70	Cc1ccc(C)n1-n1c(C)nc2scc(-c3cccs3)c2c1=O	8	10	18	24	2	13	19	0
71	COc1cccc(CN2CCN(CCCc3ccccc3)C(CCO)C2)c1OC (centres undefined)	23	0	15	11	0	5	13	12
72	O=C(NCCc1ccc2c(c1)OCCO2)c1ccccc1F	-40	-7	-41	17	-10	6	-7	-27
73	CCCCC(c1nnnn1CS(=O)(=O)c1ccc(C)cc1)N1CCN(c2ccccc2)CC1 (centres undefined)	-2	26	6	3	-5	-5	22	3
74	COc1ccc(NC(=O)CC(C)=O)c(OC)c1	-2	0	10	-4	4	3	6	-10
75	CCOC(=O)C1(CCOc2ccccc2)CCN(Cc2cccc(OCCO)c2)CC1	24	-4	-21	6	3	5	1	-13

4 structures out of the list, ordered by length of the SMILES, highest first.
cpd	SMILES	Gli-Sufu antag	Apaf1 inhib	697 NFkB inh	CCR6 antag	SENP8 block	UBC13 polyUb	EBI2 antag	Jurkat NFkB inh
65	Cc1n[nH]c(=O)c2c(NC(=O)CSc3cc(Cl)ccc3Cl)oc(C)c12	6	-4	14	4	4	3	11	3
67	CC(C)c1nc(SCC(=O)NC2CCCC2)c2ccccc2n1	21	0	7	15	4	9	-7	3
56	CN=C(Nc1ccc(C(=O)OC)s1)c1ccc(Cl)cc1	2	-12	22	18	1	1	2	-1
72	O=C(NCCc1ccc2c(c1)OCCO2)c1ccccc1F	-40	-7	-41	17	-10	6	-7	-27

(continued)
cpd	SMILES	Gli-Sufu antag	Apaf1 inhib	697 NFkB inh	CCR6 antag	SENP8 block	UBC13 polyUb	EBI2 antag	Jurkat NFkB inh
76	Cc1c(C(=O)OCC(=O)N2CCCC(C)C2)oc2ccccc12 (centres undefined)	21	22	-23	8	-16	-4	1	-8
77	COc1ccc(CCNC(=O)CCNC(=O)c2ccco2)cc1OC	9	-3	-7	7	-9	-5	-4	11
78	Cc1ccc(F)cc1NC(=O)CCNC(=O)c1ccc([N+](=O)[O-])cc1	1	7	-6	2	-9	-1	1	-8
79	CCCOc1cccc(C(=O)N(Cc2cccs2)C2CCS(=O)(=O)C2)c1 (centres undefined)	-8	2	7	-10	3	1	0	0
80	Cc1ccc(S(=O)(=O)CCc2nnc(NC(=O)C3CCCO3)s2)cc1 (centres undefined)	-13	-3	-7	-8	-3	0	-6	2

697 NFkB inh: entries above that show a hit.
no. | compound | 697 NFkB inh | CCR6 antag | UBC13 polyUb | EBI2 antag | Jurkat NFkB inh
15 | CCOc1ccc(-n2c(SCC(=O)Nc3ccc4c(c3)OCCO4)nc3c(c2=O)SCC3)cc1 | 38* | 13 | -1 | -5 | -16
